# miR122 inh = blocks miR-122 activity in Huh7 sensor cells; Huh7 miR-122 Renilla luciferase sensor, 48 h; neutral wells = 0, positive control = 100; activation (reporter increase), % at 12.5 µM; 0.3% of 340,000 active; AID 602342;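 active = mean replicate activation score at least 90 and every replicate individually at or above 90; inconclusive = only one of the two criteria met; inactive = neither criterion met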;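 note: higher luciferase means less miR-122 activity so hits act as miR-122 inhibitors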
# esBAF inh = SWI/SNF esBAF complex inhibition. AID 602393. 2% of 350,000 active. mouse ES cells, Bmi1-luciferase knock-in reporter, 24 h; 100% = twice the neutral-well signal. reporter increase, % at 12.5 µM; in the data active = activation above about 40%; inconclusive = no clear call, values can overlap the other calls;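 note: 0% = median of the plate's neutral control wells and 100% = double that signal; a rise in the Bmi1 reporter signal indicates esBAF inhibition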
# Cneo AK release = causes C. neoformans cell lysis; adenylate kinase release luminescence, 4 h; normalised: neutral wells 0, clomiphene wells 100; lysis activity, % at 15 µM; 0.2% of 360,000 active; AID 651654;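 active = mean lysis activity across replicates of at least 80%, whatever share of replicates individually reach that level; inactive = mean lysis activity below 80%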
#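 Assay system: Cryptococcus neoformans yeast cells / Dosing: single-point compound dose / Timing: 4 h at 37 °C static, read 1 h later / Measured by: luminescence of released adenylate kinase using an AK detection reagent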
# ARNT TACC3 PPI = ARNT/TACC3 interaction disruption | Q9Y6A5 | AlphaScreen His-ARNT PAS-B/GST-TACC3 binding, luminescence; TACC3 fragment carries E629A point mutation | inhibition, % at 9.99 µM | 0.66% of 390,000 active | AID 623870;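 active = mean inhibition of replicates at least 50% and at least half of replicates each reaching 50%; inconclusive = half or more replicates reach 50% but mean below 50%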;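 note: 0% = complete ARNT plus TACC3 wells and 100% = ARNT alone without TACC3; many hits fall short of the cut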
# Statin myotox sup = suppressors of simvastatin-induced myotoxicity in C2C12 myotubes; ATP luminescence, 48 h; scaled: DMSO 0, geranylgeraniol control 100; rescue of ATP level, % at 7.49 µM; 0.78% of 330,000 active;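 active = mean ATP rescue above about 67%, or every replicate alone reaching that limit, limit read from the data, passing the limit was not always enough; inconclusive = no clear call, values can overlap the other calls; inactive = mean under the limit and some replicate under it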;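 note: myotubes were challenged with 10 µM simvastatin during compound exposure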
# ERp5 block = ERp5 (human) disulfide isomerase inhibition | Q15084 | ERp5 insulin aggregation, absorbance 650 nm, 90 min | inhibition, % at 9.99 µM | 0.05% of 350,000 active;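 active = mean replicate inhibition above about 25%, with every replicate also reaching it, limit read from the data, passing the limit was not always enough; inconclusive = only one of those two criteria met; inactive = neither criterion met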
# Target sequence (Q15084 whole entry, looked up): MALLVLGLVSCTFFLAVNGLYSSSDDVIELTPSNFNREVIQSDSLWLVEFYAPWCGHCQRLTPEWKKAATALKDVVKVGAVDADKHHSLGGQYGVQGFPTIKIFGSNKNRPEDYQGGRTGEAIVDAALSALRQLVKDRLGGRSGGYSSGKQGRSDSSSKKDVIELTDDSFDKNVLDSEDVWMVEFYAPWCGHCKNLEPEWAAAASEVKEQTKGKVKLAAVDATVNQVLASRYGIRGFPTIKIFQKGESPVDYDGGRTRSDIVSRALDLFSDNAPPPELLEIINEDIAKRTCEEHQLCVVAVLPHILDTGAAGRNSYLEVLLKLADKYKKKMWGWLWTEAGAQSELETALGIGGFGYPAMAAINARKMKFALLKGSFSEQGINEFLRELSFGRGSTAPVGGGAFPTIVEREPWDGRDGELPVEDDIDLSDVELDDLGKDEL
# SIRT5 inh = blocks human SIRT5 desuccinylation of peptide; AID 652115; Q9NXA8; inhibition, % at 15 µM; Purified SirT5, succinyl-peptide AMC, trypsin-coupled fluorescence; 1.1% of 330,000 active; in the data active = inhibition above about 15%; inconclusive = no clear call, values can overlap the other calls
# Target sequence (Q9NXA8 whole entry, looked up): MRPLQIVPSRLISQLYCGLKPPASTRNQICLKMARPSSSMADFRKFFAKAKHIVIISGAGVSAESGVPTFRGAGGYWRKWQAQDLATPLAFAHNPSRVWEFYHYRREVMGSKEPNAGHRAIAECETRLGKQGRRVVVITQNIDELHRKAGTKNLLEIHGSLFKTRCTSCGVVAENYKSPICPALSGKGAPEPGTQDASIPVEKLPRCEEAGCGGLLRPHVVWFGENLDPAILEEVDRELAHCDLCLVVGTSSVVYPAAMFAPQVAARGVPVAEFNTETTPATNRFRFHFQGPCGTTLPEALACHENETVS
# * = called active by the depositor; ? = inconclusive; · = no result given; & = joins results of further samples; [ ] = another dose, or the depositor's remark.
# Below each compound – miR122 inh, esBAF inh, Cneo AK release, ARNT TACC3 PPI, Statin myotox sup, ERp5 block, SIRT5 inh
> CN(C(=O)c1cccc(NC(=O)Cc2ccc(NC(=O)C3CCN(S(=O)(=O)c4cccc([N+](=O)[O-])c4)CC3)cc2)c1)C1CCCC1
→ ·, 4.1, -0.9, -0.4, -3.8, 5.2, 0.6
> CCCN(C(=O)CSCc1c(C)noc1C)c1c(N)n(Cc2ccccc2)c(=O)[nH]c1=O
→ ·, ·, 2.5, 3.0, ·, -22.4, -4.1
> N/C(=N\OC(=O)COc1ccc(Cl)cc1Br)c1cccnc1
→ ·, ·, ·, 1.3, ·, -1.1, -1.0
> Cc1ccc(-c2nnc(SCC(=O)N/N=C/c3ccc(C)s3)n2-c2ccccc2)cc1
→ ·, ·, ·, -1.8, ·, 7.6, -1.9
> CCCCC(=O)Nc1cc(C(=O)NCCc2ccccc2)ccc1Cl
→ -4.8, ?, -5.0, -3.4, -6.6, ·, ·
> CC(C)Oc1ccc(C(=O)NC2CCCCC2)cc1
→ 6.6, 50.0*, 0.7, -2.5, -6.9, ·, ·
> COc1c2occc2c(OC)c2c(=O)cc(C)oc12
→ -2.2, -3.9, -2.9, 3.5, -5.0, 4.7, -2.2
> COc1ccc(CNC(=O)C2(C)Cc3c(-c4ccc(N(C)C)cc4)ccnc3O2)cc1OC (configuration not stated)
→ -8.1, 5.1, 0.8, ·, 3.1, -2.5, -1.4
> COc1ccc(Cl)cc1NC(=O)COC(=O)CNC(=O)C1CCCCC1
→ -9.7, -0.1, -0.9, -0.8, 4.0, -13.9, -1.1
> Cc1nnc(NC(=O)C(C)Oc2ccc3c(C)cc(=O)oc3c2)s1 (configuration not stated)
→ -4.1, -1.8, 0.4, -9.9, -1.0, ·, ·
> CCNC(=O)C[C@@H]1CC[C@@H]2[C@H](COC[C@H](O)CN2C(=O)Nc2ccc(Cl)c(Cl)c2)O1
→ 8.7[16.7 µM], 4.8, -15.9, 6.4, 0.2, 5.7, 1.4
> C[C@H]1CN([C@@H](C)CO)S(=O)(=O)c2ccc(C#CC(C)(C)O)cc2O[C@H]1CN(C)Cc1ccc(F)cc1
→ -3.3[16.7 µM], -1.1, ·, ·, 7.6, ·, ·
> CCN(c1cccc(C)c1)S(=O)(=O)c1ccc2c(c1)CCCN2C(C)=O
→ 10.7, 2.2, 0.6, -2.3, 2.4, -0.9, -0.4
> O=C(COc1ccccc1C(=O)NCc1ccccc1)Nc1ccccc1
→ 9.5, 2.3, -3.5, ·, 8.7, -7.8, -0.5
> CC(C)CCn1nnnc1C(c1ccccc1)N1CCC(C(N)=O)CC1 (configuration not stated)
→ 3.4, -3.4, -0.8, 5.5, 10.1, ·, ·
> O=C(CCSCCc1ccccn1)Nc1ccccn1
→ -3.8, -9.0, -0.7, ·, 4.6, ·, ·
> COCC(=O)N(C)C[C@H]1Oc2ncc(C#Cc3ccc(F)cc3)cc2C(=O)N([C@@H](C)CO)C[C@@H]1C
→ -3.0[16.7 µM], 1.2, -5.9, 0.4, 17.0, 8.4, 3.2
> CC1CCN(C(=O)COC(=O)c2cc3ccccc3oc2=O)CC1
→ 6.3, 3.8, 8.2, ·, 5.3, 6.5, ·
> Cc1ccn2c(CNC(C)CCn3cccn3)c(C(=O)N3CCCCCC3)nc2c1 (configuration not stated)
→ -1.1, -2.8, ·, -0.7, 6.6, 1.4, -1.9
> O=C(NCCN1CCCC1)c1ccc(CS(=O)(=O)c2c(Cl)cccc2Cl)o1
→ -2.6, 4.6, 1.3, 12.2, -1.8, 4.2, ·
> O=C(CSc1n[nH]c(-c2ccco2)n1)Nc1ccc(Br)cc1
→ -2.3, 0.9, 0.1, -6.5, 7.9, -1.8, 0.9
> CCOC(=O)CSc1snnc1-c1ccccc1
→ 1.3, -3.4, ·, -0.8, 4.8, ·, ·
> O=C(O)Cc1csc(-c2ccccc2)n1
→ ·, ·, ·, 2.7, ·, 1.6, -2.1
> O=C(CC(F)(F)F)N1C[C@@H]2[C@H](c3ccccc31)[C@H](CO)N2C(=O)Cc1cccnc1
→ 8.3[16.7 µM], -3.7, 47.3, 0.1, 1.4, -4.0, 10.3
> Cc1cccn2c(=O)c(C=C(C#N)C#N)c(N3CCN(c4cccc(Cl)c4)CC3)nc12
→ 0.2, -6.5, 2.0, 2.2, -3.9, -1.0, -3.7
> O=C1NCCN1c1ncc([N+](=O)[O-])s1
→ -1.3, 7.9, -1.8, -3.4, 5.1, 3.9, 0.9
> COc1cc(NC(=S)NCc2ccco2)cc(OC)c1
→ 29.7, 19.6, 0.5, 2.4, 6.9, ·, ·
> FC(F)(F)c1cccc(Cn2nnnc2-c2ccc(Cl)cc2)c1
→ 37.7, -0.9, 4.4, -0.6, -0.4, ·, ·
> Cc1cccc(-c2ccc([C@@H]3[C@@H](CO)N4CCCCN(S(=O)(=O)c5cccc(C)c5)C[C@H]34)cc2)c1
→ 3.8[16.7 µM], ·, 0.7, 21.1, ·, 2.2, 7.7
> NS(=O)(=O)c1ccc(CCNC(=O)c2ccccc2OCc2ccc(F)cc2)cc1
→ ·, 0.2, -0.1, ·, 5.7, -1.9, -1.3
> CCCCCc1ccc(OCCCC[n+]2cccc(C)c2)c(CCCCC)c1
→ -24.6, -86.9, ·, 2.7, -103.9, -2.2, -0.8
> CCOC(=O)c1c(NC(=O)CC)sc(C(=O)NC2CCCC2)c1C
→ -5.7, 6.0, 6.7, 4.8, 2.0, 1.5, -1.5
> CCC(C)Oc1nc(C)cc(C)c1S(=O)(=O)c1ccccc1C (configuration not stated)
→ 31.5, -3.0, 3.4, -3.9, -4.7, ·, ·
> NS(=O)(=O)c1ccc(CCNC(=O)c2cccc(S(=O)(=O)N3CCCC3)c2)cc1
→ ·, 2.6, 1.4, -2.4, 6.6, 0.9, -2.1
> c1ccc(CSc2nnc3ccc(-c4ccncc4)nn23)nc1
→ 2.1, 2.3, 6.0, 6.0, -2.1, -2.0, 0.8
> Cc1c(NC(=O)CN2C(=O)C3C4C=CC(C4)C3C2=O)c(=O)n(-c2ccccc2)n1C (configuration not stated)
→ 2.5, 0.8, -7.0, 1.0, 2.7, ·, ·
> CN1C(=O)c2cc(NC(=O)C3CCOCC3)ccc2OC[C@H]2O[C@@H](CC(=O)O)CC[C@H]21
→ -7.5[16.7 µM], -3.3, -0.1, ·, 13.5, -3.5, ·
> CCC(=O)Nc1ccc2c(c1)OC[C@@H](C)N(Cc1cccc(F)c1)C[C@H](C)[C@@H](OC)CN(C)C2=O
→ 30.0[16.7 µM], 6.1, -0.9, 0.7, -4.1, -1.2, 6.9
> C[C@H]1CN([C@@H](C)CO)C(=O)Cc2cc(N(C)C)ccc2O[C@H]1CN(C)Cc1ccncc1
→ 2.6[16.7 µM], -6.9, -3.3, 1.2, 2.1, 0.2, -4.9
> COc1ccc(/C=N/NC(=O)c2ccc3c(c2)OCO3)cc1
→ 14.2, 32.7, -3.9, -0.7, -20.8, 1.0, 3.7

# Following part:
mol,miR122 inh,esBAF inh,Cneo AK release,ARNT TACC3 PPI,Statin myotox sup,ERp5 block,SIRT5 inh
Cc1sc2nc(CC(=O)NN)[nH]c(=O)c2c1C,-0.9,0.3,-1.9,-0.7,11.4,2.6,-0.8
CO[C@@H]1CC[C@H]2CCOc3c(C#N)cccc3C(=O)N(C)C[C@@H](C)C(=O)N(C)C[C@H]1O2,·,-1.9,45.6,3.2,3.9,3.5,6.1
CC1(C)CC(=O)C(C=Nc2ccc3c(c2)OCO3)=C(O)C1,1.5,?,·,-2.4,-0.1,·,·
O=C(CN1CCN(C(=O)c2ccco2)CC1)Nc1ccc(Cl)c(S(=O)(=O)N2CCOCC2)c1,0.9,·,·,-14.9,·,0.9,-2.7
O=C(CCCc1ccccc1)NCc1cn2ccsc2n1,·,1.3,-1.6,1.1,10.6,-5.4,-0.1
Nc1nc(Nc2ccc(Cl)cc2)nc(NCc2ccco2)c1[N+](=O)[O-],0.8,·,-5.6,0.8,·,4.0,-1.4
CC(=O)Nc1ccc(S(=O)(=O)N2CCN=C2SCc2cccc(C)c2)cc1,·,-5.4,-1.3,0.5,-1.0,-5.0,0.7
O=[N+]([O-])c1ncccc1OCc1ccc(Br)cc1F,·,0.7,3.9,-5.1,-3.9,2.2,0.0
COc1cc(C(=O)NNC(=O)c2n[nH]c3ccccc23)cc(OC)c1OC,·,-3.7,-0.2,-8.4,-7.2,-4.2,-3.9
COCCn1c(C23CC4CC(CC(C4)C2)C3)n[nH]c1=S,2.2,·,2.6,13.6,·,·,·
Cc1ccccc1-c1ccc2c(c1)O[C@@H](CN(C)C)[C@@H](C)CN([C@@H](C)CO)S2(=O)=O,21.0[16.7 µM],-4.9,-3.3,-3.9,11.5,-5.2,-3.2
COc1ccc(S(=O)(=O)N[C@H]2CC[C@H](CCn3cc(-c4cccc(F)c4)nn3)O[C@@H]2CO)cc1,·,-23.0,-0.3,·,6.4,8.1,-5.2
Cc1ccc(S(=O)(=O)CC(=O)N(CCCN2CCOCC2)c2nc3c(F)cccc3s2)cc1,-2.8,27.2,2.7,1.8,-1.2,-1.3,-2.5
CCCn1c(=S)[nH]c2cc(C(=O)N3CCN(C4CCCCC4)CC3)ccc2c1=O,4.8,3.2,0.5,-1.2,20.8,0.0,0.2
C[C@H](CO)N1C[C@H](C)[C@@H](CN(C)Cc2ccc(C(=O)O)cc2)OCCCC[C@H](C)Oc2ccc(NS(=O)(=O)c3cn(C)cn3)cc2C1=O,4.7[16.7 µM],8.0,-1.1,-11.7,·,·,·
C[C@@H]1CN([C@@H](C)CO)C(=O)c2cc(Br)cnc2O[C@@H]1CN(C)C(=O)c1ccc(F)cc1,16.4[16.7 µM],3.4,1.5,-9.0,2.8,0.7&-7.7,-5.2&0.1
CCOC(=O)CSc1nc(-c2ccccc2)nc2ccccc12,-0.6,-12.5,0.0,-0.3,6.7,·,·
CC(C)(CO)Nc1nc(Cl)nc(NC2CCCCC2)n1,·,·,·,-5.8,·,-3.1,0.2
CC1(C)CC(=O)C2=C(C1)c1c(ccc3ccccc13)NC2c1ccc(C(=O)O)cc1 (configuration not stated),-1.8,11.3,-3.5,-1.3,-0.4,4.1,-26.0
Cc1cc(C)n(C(=O)c2ccc(C)c(S(=O)(=O)N3CCCCC3)c2)n1,-1.2,-3.8,0.1,-28.9,-3.1,·,·
CCCCCCCCCCCCN1[C@@H](CC(=O)OC)c2cc(C(F)(F)F)ccc2S1(=O)=O,-0.5,·,-1.1,-41.4,·,·,·
CC(OC(=O)CSc1ccc([N+](=O)[O-])cc1)C(=O)NC1CC1 (configuration not stated),-12.9,3.5,0.4,0.8,0.2,-14.6,7.7
COC(=O)CS(=O)(=O)c1cc([N+](=O)[O-])ccc1NC(=O)OC,·,·,·,-6.8,·,3.8,-0.7
O=C(Nc1ccc(Oc2cccnc2)cc1)C1CCN(Cc2ccc(F)cc2)CC1,·,·,4.6,3.2,·,-4.4,-1.0

# Reprinted at random: 3 compounds from above, in no set order.
mol,miR122 inh,esBAF inh,Cneo AK release,ARNT TACC3 PPI,Statin myotox sup,ERp5 block,SIRT5 inh
O=C(CN1CCN(C(=O)c2ccco2)CC1)Nc1ccc(Cl)c(S(=O)(=O)N2CCOCC2)c1,0.9,·,·,-14.9,·,0.9,-2.7
Cc1cc(C)n(C(=O)c2ccc(C)c(S(=O)(=O)N3CCCCC3)c2)n1,-1.2,-3.8,0.1,-28.9,-3.1,·,·
Cc1ccc(S(=O)(=O)CC(=O)N(CCCN2CCOCC2)c2nc3c(F)cccc3s2)cc1,-2.8,27.2,2.7,1.8,-1.2,-1.3,-2.5

# Assay outcomes (PubChem)
